# Compound activity from PubChem.
# Wee1 stabilizer: inhibitors of human Wee1 degradation; P30291; HeLa Luc-Wee1K328M stability, luciferase luminescence; 100% = proteasome inhibitor MG132 effect; reporter increase, % at 5 µM; hit rate 1.2% among 220,000; AID 1321;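 active means activation above the mean of all tested compounds plus 3 SD, set per screening run, cut at about 8.8% in these data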;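 further: cells exposed to compound for 20 h before luminescence read; 0% = DMSO alone and 100% = MG132 at 30 µM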
# p97 ATPase inh: human p97 ATPase inhibition. P55072. recombinant p97 ATPase, Kinase-Glo ATP luminescence, 3 h. inhibition, % at 8 µM. hit rate 0.42% among 220,000; in the data active means inhibition above about 15%;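 further: 0% = DMSO vehicle and 100% = wells lacking enzyme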
# Target sequence (P55072 whole entry, looked up): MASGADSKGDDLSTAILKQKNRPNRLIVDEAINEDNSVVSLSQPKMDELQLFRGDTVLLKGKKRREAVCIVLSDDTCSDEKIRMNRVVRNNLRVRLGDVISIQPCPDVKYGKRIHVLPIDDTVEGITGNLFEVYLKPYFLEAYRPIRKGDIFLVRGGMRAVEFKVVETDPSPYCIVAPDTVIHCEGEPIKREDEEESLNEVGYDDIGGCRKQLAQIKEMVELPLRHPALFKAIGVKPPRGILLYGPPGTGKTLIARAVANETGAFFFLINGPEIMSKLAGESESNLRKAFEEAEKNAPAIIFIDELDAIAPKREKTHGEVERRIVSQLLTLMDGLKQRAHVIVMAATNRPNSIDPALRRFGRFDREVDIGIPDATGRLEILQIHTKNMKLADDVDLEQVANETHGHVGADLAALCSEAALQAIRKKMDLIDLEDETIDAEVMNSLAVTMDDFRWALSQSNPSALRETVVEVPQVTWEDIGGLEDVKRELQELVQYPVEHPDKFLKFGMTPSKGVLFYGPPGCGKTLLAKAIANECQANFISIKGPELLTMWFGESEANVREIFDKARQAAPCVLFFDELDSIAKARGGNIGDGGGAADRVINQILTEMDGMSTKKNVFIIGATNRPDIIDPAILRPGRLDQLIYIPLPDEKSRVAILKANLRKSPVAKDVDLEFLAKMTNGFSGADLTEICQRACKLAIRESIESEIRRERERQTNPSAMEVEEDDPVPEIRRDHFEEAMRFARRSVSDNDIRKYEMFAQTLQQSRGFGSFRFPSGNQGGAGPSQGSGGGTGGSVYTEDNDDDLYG
# FXIa inh: blocks human coagulation factor XIa protease activity. P03951. purified FXIa, Boc-Glu-Ala-Arg-AMC fluorogenic substrate. inhibition, % at 5 µM. hit rate 0.14% among 220,000. AID 798;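 active means inhibition of at least 40%; inactive means inhibition below 40%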;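 further: fluorescence of freed AMC excited at 355 nm; 0% = enzyme without compound and 100% = no enzyme blank; many of its hits are not listed in these tables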
# Mdm2 ligase inh: blocks human Mdm2 ubiquitin ligase activity | Q00987 | cell-based MDM2 ubiquitination luciferase reporter, 2 h; 0 = plate control, 100 = twice control, blank-subtracted | signal enhancement, % at 5 µM | hit rate 0.11% among 210,000;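 active means signal enhancement of 30% or more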;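 further: luminescence tracks abundance of the self-degrading MDM2-luciferase fusion protein; higher signal means inhibition of MDM2 E3 ligase activity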
#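 Test system: stable mammalian line carrying autodegrading MDM2–luciferase fusion reporter; quantity: 2000 cells in each well; times: 4 h cell settling then 2 h compound exposure, 37 °C; detection: luminescence with SteadyLite reagent, 15 min at room temperature; evaluation: percent signal gain over controls, blank-subtracted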
# Rad51 HR inh: blocks human Rad51 in homologous recombination | AID 1385 | inhibition, % at 10 µM | hRad51 DNA strand exchange, fluorescence dequenching | hit rate 0.085% among 200,000;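 active means inhibition above 40% at the single screening dose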;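 further: 0% = DMSO control wells and 100% = blanks with heterologous ssDNA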
#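 Assay system: Human Rad51 nucleoprotein filaments preassembled on unlabelled ssDNA | Reagent: Donor/quencher-labelled 47-bp dsDNA substrate | Doses: One concentration, 10 µM final | Times: 37 °C 15-min filament assembly, 30-min compound preincubation, 15-min exchange | Technique: Fluorescein emission 520 nm, excitation 485 nm | Benchmarks: Plate control and blank wells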
# eIF4E 4G PPI: blocks eIF4E binding to eIF4G; P63073+Q04637; TR-FRET eIF4E-eIF4GI(517-606) binding, 2 h; inhibition, % at 21.7 µM; hit rate 0.37% among 220,000; AID 782;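 active means inhibition above about 30%, limit read from the data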;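 further: 0% = full FRET control wells and 100% = background wells lacking eIF4GI fragment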
# FXIIa inh: blocks human coagulation factor XIIa protease activity; P00748; hit rate 0.3% among 220,000; purified FXIIa, Boc-QGR-AMC fluorogenic substrate, 2 h; inhibition, % at 5 µM; AID 800; in the data active means inhibition above about 40%;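 further: 0% = enzyme with no compound and 100% = blank without enzyme; many of its hits are not listed in these tables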
# 14-3-3 Bad PPI: disrupts binding of bovine 14-3-3 zeta to phospho-Bad peptide; TR-FRET 14-3-3zeta/Dy647-pBad peptide displacement, 1 h; P63103; inhibition, % at 21.7 µM; hit rate 0.71% among 220,000;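 active means inhibition above about 70%, limit read from the data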;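 further: 0% = full 14-3-3 plus peptide FRET controls and 100% = background without 14-3-3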
# hK5 inh: blocks human kallikrein 5 protease activity. Q9Y337. recombinant hK5, fluorogenic AMC substrate cleavage. inhibition, % at 5 µM. hit rate 0.59% among 210,000. AID 873;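 active means inhibition of 40% or more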;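 further: 0% = enzyme controls without compound and 100% = no-enzyme blanks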
# Target sequence (Q9Y337 67-293 limits assumed): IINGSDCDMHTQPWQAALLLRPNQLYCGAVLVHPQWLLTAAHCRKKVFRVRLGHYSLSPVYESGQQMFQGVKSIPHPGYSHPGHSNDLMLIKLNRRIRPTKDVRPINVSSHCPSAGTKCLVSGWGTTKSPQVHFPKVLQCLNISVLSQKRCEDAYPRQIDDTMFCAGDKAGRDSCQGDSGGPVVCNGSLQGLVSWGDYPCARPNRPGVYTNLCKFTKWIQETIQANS
# * hit, by the source's call; i = inactive; x = no result given; [ ] = dose if it differs, or a comment.
SMILES,Wee1 stabilizer,p97 ATPase inh,FXIa inh,Mdm2 ligase inh,Rad51 HR inh,eIF4E 4G PPI,FXIIa inh,14-3-3 Bad PPI,hK5 inh
Cc1sc2nc(C)n(/N=C/c3ccccc3)c(=O)c2c1C,-1.7,2.0,-7.9,-3.8,-0.7,-3.6,-2.5,-14.2,-2.4
CC(OC(=O)c1cc(-c2cccnc2)nc2ccccc12)C(=O)Nc1ccc2ccccc2c1 (stereo not drawn),5.5,-2.2,-6.2,-7.2,-3.6,-2.2,-3.9,-9.7[fluorescence artefact?],-16.7
CCOC(=O)c1[nH]c(C)c(C(=O)NCCN2CCOCC2)c1C,-1.7,-4.8,19.1,-25.6,0.4,0.5,20.7,3.0,-6.2
O=C(CNC(=O)c1ccccc1)OCC(=O)N1N=C(c2ccc(Cl)cc2)CC1c1ccco1 (stereo not drawn),1.2,5.1,0.5,-4.8,x,0.1,4.4,2.2,10.4
Nc1nc(-c2ccco2)nn1S(=O)(=O)c1ccc(Cl)cc1,-2.5,-5.4,-1.9,-10.2,-31.3,5.8,5.5,-4.7,1.1
Cc1cccc(C)c1NC(=O)CNC(=O)Cc1ccc(Br)cc1,-2.1,3.1,-1.4,-8.5,-5.4,-0.1,10.1,-7.0,2.2
CCOC(=O)c1cnc(SCC(=O)Nc2ccc(N3CCOCC3)cc2)nc1N,1.6,8.1,3.8,5.4,x,0.6,13.3,1.3[fluorescence artefact?],-5.6
COc1cccc(Cn2nnc(C(=O)Nc3cc(Cl)ccc3OC)c2N)c1,6.1,10.7,-16.8,-9.8,-0.7,-1.9,-5.1,3.7,-8.1
COc1ccc(CN2C(=O)CCCc3ccccc32)cc1,-0.7,3.3,-4.8,-7.6,-0.1,-1.0,x,-6.0,-4.2
CCC1(CC)NC(=O)N(CC(=O)OCC(=O)Nc2ccccc2[N+](=O)[O-])C1=O,3.2,0.6,4.8,-2.3,x,3.1,15.1,23.2,12.2
Cc1cc(=O)oc(C)c1C(=O)NCC1COc2ccccc2O1 (stereo not drawn),0.5,-0.2,-7.0,-18.3,-7.6,-9.4,5.8,-23.7,-27.8
O=C(NCCCn1ccnc1)C1CC(c2ccccc2Cl)=NO1 (stereo not drawn),0.4,0.5,-0.6,x,-2.4,4.4,12.5,0.7,-0.4
CCC(C)C(NC(=O)c1ccccc1NC(=O)c1ccc(C)cc1)C(=O)O (stereo not drawn),-1.5,2.1,0.1,0.3,x,-1.5,9.3,-3.4,x
CCSC(=O)NC12CC3CC(CC(C3)C1)C2,-1.4,-3.0,-12.9,-13.0,x,6.0,2.4,-1.5,-18.2
O=c1c(Cc2ccccc2)c(O)nc2n1CCS2,-1.6,1.3,-0.1,-4.8,-8.1,-3.1,13.5,-4.1,3.4
COc1cc(C(F)(F)F)c(C(=O)NCc2cccc(Cl)c2)cn1,-3.5,2.7,-11.2,10.1,4.1,4.2,4.6,1.7,11.7
CCC(C)(C)n1nnnc1C(C(C)C)N1CCC(C(N)=O)CC1 (stereo not drawn),-1.9,-1.2,5.3,1.8,11.5,5.8,13.7,4.5,3.2
O=C(Cn1ccccc1=O)c1cccs1,-1.8,2.8,3.9,-8.3,2.9,0.3,5.6,-23.6,3.9
CC(=O)c1c[nH]c2ccc(C)cc2c1=O,-1.6,-4.0,-1.2,-17.4,-5.4,1.0,8.2,2.3,0.0
Cc1ccc(-n2c(C(C)n3nc(C)c([N+](=O)[O-])c3C)n[nH]c2=S)cc1 (stereo not drawn),2.1,1.0,7.8,x,-8.7,-6.3,15.2,2.7,-1.2
CCc1nnc(NC(=O)CSc2nnc(Cc3cc(=O)[nH]c(=O)[nH]3)n2-c2ccc(OC)cc2)s1,0.1,2.0,-0.8,-15.0,-7.8,-1.0,3.0,-5.2,-9.4
CCCCCCN(C(=O)CCCCCN1C(=O)NC(c2cccc([N+](=O)[O-])c2)C(C(=O)OCc2ccccc2)=C1C)C(C(=O)NCCCC)c1ccc(OCC(=O)OC)c(C(=O)OC)c1 (stereo not drawn),x,x,-2.1,6.1,x,-4.8,6.2,0.0,-2.4
CCCCc1cc(=O)oc2c(CN3CCCC3)c(O)ccc12,3.5,7.2,-43.7,-14.1,-1.0,x,-228.1,x,i
CCOC(=O)CCc1c(C)c2ccc(O)cc2oc1=O,-0.3,-0.1,-21.8,-0.7,-3.3,-3.5,-41.4,-13.7[fluorescence artefact?],-49.7
CSc1ccc(/C=C/C(=O)c2ccc(O)cc2)cc1,-0.4,-3.5,-14.7,-15.1,1.8,-3.5,-8.3,0.6,3.1
COc1ccc(C(=O)Nc2ccccc2C(=O)NC(Cc2c[nH]c3ccccc23)C(=O)O)cc1 (stereo not drawn),-2.2,5.7,-0.3,8.8,23.6,3.9,7.3,10.7,4.6
COC(=O)c1sc(=S)n(-c2cccc(Cl)c2)c1N,0.1,5.0,-8.0,-17.4,-12.8,25.3,8.0,3.2,-5.4
COC(=O)C(NC(C)=O)(Nc1ccccn1)C(F)(F)F (stereo not drawn),-2.0,-1.5,-10.0,-9.8,-10.6,6.5,-12.1,-0.1,-10.1
O=C(/C=C/c1ccc(F)cc1)N1CCN(c2ncccn2)CC1,-1.7,2.8,-0.2,-9.4,9.2,-1.4,-0.8,-11.8,-39.0
CCCCN(C(=O)CN1CCOCC1)c1c(N)n(CC(C)C)c(=O)[nH]c1=O,0.8,2.2,7.0,-13.1,-0.3,-0.1,10.0,0.1[fluorescence artefact?],-3.4
Cn1c(N)c(S(=O)(=O)NCc2ccc(Cl)cc2)c(=O)n(C)c1=O,-4.1,6.5,-0.9,-2.3,-3.6,-0.4,8.2,-22.2,-2.1
CC(/C=C/c1ccc(OCc2ccccc2)cc1)=N\O,1.4,1.6,5.0,-5.3,-1.4,17.2,14.4,-0.4,-11.2
O=C(/C=C/Nc1ccc(S(=O)(=O)Nc2ncccn2)cc1)c1ccc2ccccc2c1,2.6,0.9,4.2,-10.2,12.6,-0.3,7.0,-13.1,3.4
Cc1ccccc1NC1c2ccccc2C(=O)N1Cc1ccco1 (stereo not drawn),2.2,-5.9,14.9,-17.0,-0.7,6.7,16.3,5.9,34.9
COc1cc(C(=O)Oc2cccc(Nc3ncnc4ccccc34)c2)cc(OC)c1OC,-3.8,5.2,1.0,-24.0,-3.2,0.9,10.7,12.8,-1.9
COc1ccc(CC(=O)Nc2ccc(NC(=O)c3ccccc3F)cc2)cc1,4.6,-2.3,-2.1,-8.7,-1.2,1.6,3.2,5.4,1.6

# Record cards, as listed above. Order of screens: Wee1 stabilizer, p97 ATPase inh, FXIa inh, Mdm2 ligase inh, Rad51 HR inh, eIF4E 4G PPI, FXIIa inh, 14-3-3 Bad PPI, hK5 inh
# `Cn1c(N)c(S(=O)(=O)NCc2ccc(Cl)cc2)c(=O)n(C)c1=O` across the screens: -4.1, 6.5, -0.9, -2.3, -3.6, -0.4, 8.2, -22.2, -2.1
# `CC(/C=C/c1ccc(OCc2ccccc2)cc1)=N\O` across the screens: 1.4, 1.6, 5.0, -5.3, -1.4, 17.2, 14.4, -0.4, -11.2

# More compounds follow.
SMILES,Wee1 stabilizer,p97 ATPase inh,FXIa inh,Mdm2 ligase inh,Rad51 HR inh,eIF4E 4G PPI,FXIIa inh,14-3-3 Bad PPI,hK5 inh
COc1cc2ncnc(NCc3cccs3)c2cc1OC,0.9,0.5,-4.0,-8.5,6.0,2.4,4.7,-0.9,-13.7
COC(=O)c1sccc1NC(=S)Nc1cc(C)ccc1OC,0.3,4.8,-3.0,6.1,-1.5,-2.5,6.5,-6.1,1.1
CCNC(=O)c1c(N)sc2c1CCCCC2,-0.9,1.4,x,x,-4.9,-1.3,x,-6.1,x
NC(=O)COc1ccc(NC(=O)c2ccccc2-c2ccccc2)cc1,-0.7,7.8,-3.7,-16.9,-77.3,4.0,0.1,3.4,-7.2
Cn1ncc(Br)c1C(=O)N1CCc2ccccc21,-2.4,3.2,5.7,-6.0,-29.0,7.3[fluorescence artefact?],6.7,-4.2,-8.5
COc1ccc(-c2cc(-c3nnc(COC(=O)C4CC4)o3)c3ccccc3n2)cc1OC,1.3,-6.3,24.1,-6.0,21.9,-9.0,8.1,-3.5,-4.3
Cc1[nH][nH]c(=O)c1[C@@H](c1ccccc1[N+](=O)[O-])C(C#N)C#N,-2.6,7.4,3.4,-13.2,4.9,6.8,10.1,-8.3,1.3
COCCNC(=S)N1CCN(C(=O)C(=O)Nc2ccc(C(=O)OC)cc2)CC1,2.8,3.1,-2.3,-2.9,0.3,0.7,-0.7,1.6,-3.9
Cc1nnc2ccc(-c3cccc(NC(=O)c4ccco4)c3)nn12,-2.2,4.0,1.1,-3.0,2.8,-6.2,0.4,-1.6,-2.9
COc1ccc2cc(C(=O)C3CCCN(C(=O)c4cnccn4)C3)ccc2c1 (stereo not drawn),-2.0,6.9,2.2,-7.8,x,4.3,3.2,4.1,0.6
COC(=O)c1ccc(NC(=O)CC2C(=O)N(C)C(=S)N2Cc2ccc(S(N)(=O)=O)cc2)cc1 (stereo not drawn),-0.9,1.4,30.9,-22.2,-3.4,-8.5,21.6,33.1,54.0*
O=C(CCc1nc(-c2ccccc2F)no1)NCCN1CCN(Cc2ccccc2)CC1,-2.6,1.7,-6.0,-17.3,-4.4,1.2[fluorescence artefact?],2.3,7.3[fluorescence artefact?],11.3
O=C(OC1CCOC1=O)c1cccc(S(=O)(=O)Nc2ccc(F)cc2)c1 (stereo not drawn),-0.3,-6.5,-8.4,-13.0,18.1,-2.8[fluorescence artefact?],4.1,3.7,-3.3
COc1ccc(NC(=O)c2ccc(NCC3CCCO3)c([N+](=O)[O-])c2)cc1 (stereo not drawn),6.6,4.3,0.2,-0.6,10.8,0.8,9.1,0.5,2.6
O=C(Cc1cn2ccsc2n1)Nc1ccccc1Oc1ccccc1,4.1,4.1,-6.6,-14.8,1.0,9.3[fluorescence artefact?],-0.4,1.3[fluorescence artefact?],-20.8
Oc1ccccc1CNc1ccc(Br)cn1,0.6,2.9,-0.8,-19.0,-2.0,8.7,7.6,30.8,-17.8
CC(C)(C)NC(=O)c1ccc(COc2ccccc2Br)o1,1.0,-1.0,14.6,-5.4,10.7,13.4,12.3,3.9,-0.5
CSc1ccc(-c2nc(O)c3cnccn23)cc1,1.7,-2.0,-4.3,16.1,x,2.5,2.7,6.0,4.9
O=C1NCC(c2ccccc2)C1C(=O)N/N=C\c1ccc(-c2cccc(Cl)c2Cl)o1 (stereo not drawn),1.0,3.6,-8.1,-9.0,-1.0,-4.8[fluorescence artefact?],3.4,-3.0[fluorescence artefact?],0.7
COC(=O)c1ccc(COC(=O)CNC(=O)CNC(=O)c2ccc(C)cc2)cc1,1.9,-3.2,-1.9,x,x,-1.1,2.8,0.7,x
CC(C)Cc1cc(C(=O)Nc2cc(C(F)(F)F)ccc2Cl)no1,0.8,0.4,2.9,-11.8,-5.5,1.4,9.6,1.8,-8.4
CCCNc1nc(N2CCCC2)nc(N2CCCC2)n1,0.8,0.2,-1.1,-6.3,3.6,-2.9,9.1,0.4,2.4
O=C(Cn1nc(-c2ccccc2)c2ccccc2c1=O)NCCN1CCOCC1,-1.2,8.7,3.6,-11.6,-1.6,4.0,4.1,8.0,8.6
CCn1c(SCC(=O)Nc2ccc(OC)cc2OC)nc2nc3c(cc2c1=O)COC(C)(C)C3,2.6,2.1,7.0,-3.8,24.5,-1.4,12.9,-0.2,-3.4
